Assay outcomes as filed in PubChem.
MIN6 prolif: inducers of beta-cell replication in MIN6 cells; proliferation, % at 10 µM; 330,000 compounds, 0.29% hits; AID 2380; MIN6 cells proliferation, ATPlite luminescence, 48 h; cells starved in 0.2% serum; 100% = growth in 10% serum;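 active = compounds whose signal lies at least 3.5 SD above the mean of all wells on their plate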;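 note: 0% = DMSO-treated cells in low-serum medium and 100% = 10% serum control; some compounds called inactive have numbers as strong as hits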
hIAP block: human IAP inhibition; P09923; purified IAP, CDP-Star luminescence, 30 min; inhibition, % at 10 µM; 330,000 compounds, 0.12% hits; AID 2544;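 active = inhibition reaching a set limit with compound at 10 µM in the primary screen, cut at about 35% in these data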;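 note: plate controls were DMSO wells with enzyme for no effect and no-enzyme buffer wells for full effect; values of inactives mirror those of a sister screen read the other way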
A3A deaminase: inhibitors of human APOBEC3A DNA deaminase; P31941; recombinant A3A, FAM/TAMRA ssDNA deamination fluorescence; inhibition, % at 20 µM; 330,000 compounds, 0.41% hits; AID 493011;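 active = at least 40% inhibition at 20 µM here, with at most 30% in a related deaminase screen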;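 note: plate controls were A3A with DMSO for no effect and wells lacking A3A enzyme for full effect; some results filed as inactive read as strong as hits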
Target sequence (P31941 whole entry, looked up): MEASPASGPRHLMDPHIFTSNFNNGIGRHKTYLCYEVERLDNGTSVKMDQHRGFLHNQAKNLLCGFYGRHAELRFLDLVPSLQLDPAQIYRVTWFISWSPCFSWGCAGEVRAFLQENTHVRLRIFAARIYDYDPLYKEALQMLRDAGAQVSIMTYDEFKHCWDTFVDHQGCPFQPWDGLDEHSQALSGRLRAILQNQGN
A3G deaminase: inhibitors of human APOBEC3G DNA deaminase. recombinant A3G, ssDNA deamination FAM/TAMRA fluorescence. inhibition, % at 20 µM. 330,000 compounds, 0.28% hits. AID 493012;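 active = inhibition of at least 40% at 20 µM, with no more than 30% in the related APOBEC3A deaminase screen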;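 note: plate controls were DMSO wells with A3G for no effect and wells lacking A3G enzyme for full effect; some compounds called inactive have numbers as strong as hits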
Target sequence (Q9HC16 whole entry, looked up): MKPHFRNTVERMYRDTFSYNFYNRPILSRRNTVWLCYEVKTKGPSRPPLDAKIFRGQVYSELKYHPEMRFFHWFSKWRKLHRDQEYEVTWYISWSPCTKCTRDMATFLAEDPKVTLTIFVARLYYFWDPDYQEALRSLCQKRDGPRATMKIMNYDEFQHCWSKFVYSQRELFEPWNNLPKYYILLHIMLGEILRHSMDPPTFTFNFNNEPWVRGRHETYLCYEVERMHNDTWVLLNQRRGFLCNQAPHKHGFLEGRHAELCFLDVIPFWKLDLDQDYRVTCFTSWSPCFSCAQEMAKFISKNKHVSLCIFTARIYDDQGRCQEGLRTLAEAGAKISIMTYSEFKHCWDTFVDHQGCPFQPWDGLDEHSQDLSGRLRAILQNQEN
hIAP act: increases human intestinal alkaline phosphatase activity | P09923 | purified human IAP, CDP-Star luminescence, 30 min; stronger effect = higher value; 1 = vehicle-only enzyme, 0 = enzyme-free background | activation factor at 10 µM | 330,000 compounds, 0.16% hits | AID 2524;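 active = activation factor of the enzyme at least 2-fold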; note: the source names both 10 and 20 µM as test concentration; values of inactives mirror those of a sister screen read the other way
ATG4B inhibitor: inhibitors of human ATG4B cysteine protease; ATG4B cleavage of LC3-PLA2, NBD-HPC fluorescence, 1 h; inhibition, % at 8.33 µM; 340,000 compounds, 0.51% hits; AID 504462; in the data active = inhibition above about 40%
mIAP inh: blocks mouse intestinal alkaline phosphatase; purified mouse IAP, CDP-Star luminescence, 30 min; inhibition, % at 10 µM; 330,000 compounds, 0.2% hits;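 active = inhibition of at least 40% at 10 µM in the primary screen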;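 note: plate controls were DMSO with enzyme for no effect and no enzyme wells for full effect; values of inactives mirror those of a sister screen read the other way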
mIAP activ: increases mouse intestinal alkaline phosphatase activity | activation factor at 10 µM | AID 2805 | 330,000 compounds, 0.24% hits | muIAP, CDP-Star luminescence, 30 min; stronger effect = higher value; 1 = vehicle-only enzyme signal, 0 = enzyme-free wells;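 active = activation factor of at least 2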; note: the source names both 10 and 20 µM as test concentration; values of inactives mirror those of a sister screen read the other way
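System: Mouse IAP enzyme | Also added: CDP-Star substrate | Dosing: Compounds dispensed in DMSO | Schedule: 30 min enzyme-substrate-compound incubation at room temperature | Technique: Chemiluminescence readout | Control set: DMSO-only wells and no-enzyme negative control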
MPTP block: blocks calcium-induced mitochondrial swelling. isolated mouse mitochondria, Ca2+ swelling absorbance, 30 min. inhibition, % at 10 µM. 360,000 compounds, 1.4% hits. AID 602449;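 active = inhibition of 50% or more, scaled per plate between neutral and stimulator controls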;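 note: 0% = DMSO wells given calcium and 100% = 1 mM EGTA wells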
* = called active by the depositor; / = not tested or not shown. Not a hit list. Share with any hit: about 3.3%.

SMILES	MIN6 prolif	hIAP block	A3A deaminase	A3G deaminase	hIAP act	ATG4B inhibitor	mIAP inh	mIAP activ	MPTP block
O=C1CC(c2ccccc2Cl)CC(O)=C1C=NCCCO (stereo not given)	0	6	-6	-3	0.94	-3	1	0.99	0.0
Cc1cc(NC(=O)CSc2nnc(-c3ccccc3F)n2C)no1	-1	-1	0	-2	1	-7	6	0.94	-0.1
O=C(N/N=C/c1cc2ccccc2nc1Cl)[C@H]1C[C@@H]1c1ccccc1	0	1	4	-1	0.99	-15	10	0.9	4.3
CC(CCc1ccccc1)NC(=O)CCNS(=O)(=O)c1ccccc1 (stereo not given)	2	6	-2	-12	0.94	-4	9	0.91	-2.2
CCOC(=O)N1CCN(S(=O)(=O)c2ccc(OC)c(OC)c2)CC1	3	6	-1	-1	0.94	-3	1	0.99	0.5
Cc1cc(C(=O)O)sc1C	-2	-4	-3	-7	1	-5	-3	1	-1.2
Cc1snc2sc(C(=O)c3ccc(Br)cc3)c(N)c12	-2	9	-3	-5	0.91	3	7	0.93	-1.2
COC(=O)c1c[nH]c(=O)c2ccccc12	5	6	3	-1	0.94	-4	-10	1.1	-0.5
COc1ccc(NC(=O)CN2CCN(CC(=O)Nc3ccccc3F)CC2)cc1OC	-1	18	-4	-3	0.82	1	-3	1	0.2
Cn1cnc(S(=O)(=O)N2CCN(c3ccc(F)cc3)CC2)c1	-1	-4	-1	-2	1	2	2	0.98	1.9
O=C(NCc1ccc(-c2nc3ccccc3s2)cc1)c1ccc(Br)o1	-1	3	0	-7	0.97	-11	-12	1.1	3.2
Cc1nc(-c2cccc(NC(=O)COc3ccc(Cl)cc3)c2)cs1	-6	7	-2	1	0.93	7	-46	1.5	0.7

Whole records, looked up by structure.
`Cc1nc(-c2cccc(NC(=O)COc3ccc(Cl)cc3)c2)cs1` is listed as MIN6 prolif: -6; hIAP block: 7; A3A deaminase: -2; A3G deaminase: 1; hIAP act: 0.93; ATG4B inhibitor: 7; mIAP inh: -46; mIAP activ: 1.5; MPTP block: 0.7
`COC(=O)c1c[nH]c(=O)c2ccccc12` is listed as MIN6 prolif: 5; hIAP block: 6; A3A deaminase: 3; A3G deaminase: -1; hIAP act: 0.94; ATG4B inhibitor: -4; mIAP inh: -10; mIAP activ: 1.1; MPTP block: -0.5
`Cc1cc(NC(=O)CSc2nnc(-c3ccccc3F)n2C)no1` is listed as MIN6 prolif: -1; hIAP block: -1; A3A deaminase: 0; A3G deaminase: -2; hIAP act: 1; ATG4B inhibitor: -7; mIAP inh: 6; mIAP activ: 0.94; MPTP block: -0.1

The main list resumes, starting two compounds before the break.
SMILES	MIN6 prolif	hIAP block	A3A deaminase	A3G deaminase	hIAP act	ATG4B inhibitor	mIAP inh	mIAP activ	MPTP block
O=C(NCc1ccc(-c2nc3ccccc3s2)cc1)c1ccc(Br)o1	-1	3	0	-7	0.97	-11	-12	1.1	3.2
Cc1nc(-c2cccc(NC(=O)COc3ccc(Cl)cc3)c2)cs1	-6	7	-2	1	0.93	7	-46	1.5	0.7
O=C(/C=C/c1cccc([N+](=O)[O-])c1)OCC(=O)c1ccccc1	-1	-20	-8	-12	1.2	-2	-18	1.2	-1.7
C#CCOc1c(Cl)cc(/C=C2/C(=O)ON=C2C)cc1OC	-1	8	1	-6	0.92	2	1	0.99	-0.9
COc1ccc(OCC(=O)N/N=C/c2cccc3cccnc23)cc1	-3	-25	0	-7	1.3	-6	-2	1	0.7
Cc1ccc(Cl)cc1NC(=O)C1COc2ccccc2O1 (stereo not given)	-5	4	1	-6	0.96	-1	5	0.95	-0.1
CN(C)c1ccc(C(=S)N2CCOCC2)cc1Br	0	-12	-2	-5	1.1	-14	-6	1.1	-0.1
Cc1ccc(S(=O)(=O)c2nc(C)c3c(n2)CCC3)cc1	0	6	3	23	0.94	-14	1	0.99	13
CSc1c(-c2ccccc2)nc2ccc(Cl)cc2c1C(=O)O	1	6	2	-3	0.94	-2	9	0.91	-0.7
Cc1ccc(N(C)S(=O)(=O)c2ccc(-c3cc(C)no3)s2)cc1	0	0	-4	-2	1	9	5	0.95	0.5
Cc1cc(C)cc(NS(=O)(=O)c2ccc(NC(=O)C3CCCCC3C(=O)O)cc2)c1 (stereo not given)	4	7	2	1	0.93	6	-2	1	-3.9
Cc1ccc(C)c(N2CCN(C(=O)CCS(=O)(=O)c3ccc4c(c3)oc(=O)n4C)CC2)c1	-1	-8	-5	-7	1.1	-4	-1	1	-0.2
CCC(=O)NCCc1nc(-c2ccccc2)no1	1	-5	-6	-6	1.1	-7	-5	1.1	-0.2
Cc1cc2nc(-c3ccc(=O)[nH]c3)n(Cc3ccccc3)c2cc1C	-4	-21	2	0	1.2	-8	4	0.96	-0.6
Cc1nc2ccc(C(=O)O)cc2c2c1CC(CN)O2 (stereo not given)	0	-11	2	1	1.1	-3	-6	1.1	0.7
Cc1ccnc2nc(C(=O)N3CCN(c4ccc(F)cc4)CC3)nn12	-3	-35	-2	-4	1.3	-7	3	0.97	-0.9
O=C(Nc1nc2ccccc2[nH]1)C1CC(=O)N(c2ccc3c(c2)OCCO3)C1 (stereo not given)	2	17	10	3	0.83	-12	18	0.82	-2.6
COC(=O)C1CCN(C(=O)CN2C(=O)c3ccccc3S2(=O)=O)CC1	0	14	0	0	0.86	3	-8	1.1	-1.5
C=CCC(=O)N1CCCC(CO)(Cc2ccc(F)cc2F)C1 (stereo not given)	0	-26	-4	-3	1.3	-5	-5	1	-0.3
O=C(c1ccc(-c2ccccc2Cl)o1)N1CCN(c2ccccc2O)CC1	-6	-2	2	-7	1	7	4	0.96	-0.7
COCCOC(=O)c1c(N)n(CCCN2CCOCC2)c2nc3ccccc3nc12	-3	-14	-1	-7	1.1	1	-2	1	-0.9
CCCCN(C(=O)CC1CCCC1)c1c(N)n(CC(C)C)c(=O)[nH]c1=O	-4	-18	0	-5	1.2	-4	-6	1.1	-0.6
COc1cc(/C=C2\CCn3c2nc2cc(C(=O)O)ccc2c3=O)ccc1OC(F)F	-6	11	-1	-8	0.89	-4	7	0.93	-0.2
CCOc1ccccc1NC(=O)Nc1cccc(C(C)=O)c1	1	8	-3	-5	0.92	2	1	0.99	13
Cc1c(Cl)cnc(NC(=O)COC(=O)[C@@H](NC(=O)c2ccco2)C(C)C)c1Cl	-3	9	4	-1	0.91	6	8	0.93	-1.2
CCCCn1c(=O)[nH]c(=O)c2c1nc(-c1ccc(CC)c([N+](=O)[O-])c1)n2C	5	8	-4	-6	0.92	/	9	0.91	/

Reformatted with each value named: part of the list above
> C=CCC(=O)N1CCCC(CO)(Cc2ccc(F)cc2F)C1 (stereo not given)
  MIN6 prolif = 0 | hIAP block = -26 | A3A deaminase = -4 | A3G deaminase = -3 | hIAP act = 1.3 | ATG4B inhibitor = -5 | mIAP inh = -5 | mIAP activ = 1 | MPTP block = -0.3
> O=C(c1ccc(-c2ccccc2Cl)o1)N1CCN(c2ccccc2O)CC1
  MIN6 prolif = -6 | hIAP block = -2 | A3A deaminase = 2 | A3G deaminase = -7 | hIAP act = 1 | ATG4B inhibitor = 7 | mIAP inh = 4 | mIAP activ = 0.96 | MPTP block = -0.7
> COCCOC(=O)c1c(N)n(CCCN2CCOCC2)c2nc3ccccc3nc12
  MIN6 prolif = -3 | hIAP block = -14 | A3A deaminase = -1 | A3G deaminase = -7 | hIAP act = 1.1 | ATG4B inhibitor = 1 | mIAP inh = -2 | mIAP activ = 1 | MPTP block = -0.9

Next entries follow:
SMILES	MIN6 prolif	hIAP block	A3A deaminase	A3G deaminase	hIAP act	ATG4B inhibitor	mIAP inh	mIAP activ	MPTP block
O=C(NCc1ccccn1)c1ccc2c(c1)N(Cc1ccccc1)CCS2	4	-14	6	-1	1.1	2	-9	1.1	3.4
O=C(CCc1nnc(Cc2ccc3c(c2)OCO3)o1)NCCc1ccccc1Cl	-6	-22	-7	-9	1.2	-5	-6	1.1	-0.6
COc1ccc(OC(=O)COc2ccccc2C)cc1	-4	-10	3	-6	1.1	-5	2	0.98	-0.5
Cc1ccccc1N1C(=O)c2cccc3cccc(c23)C1=O	0	21	-5	-4	0.79	5	-2	1	0.1
COCCNC(=S)N/N=C(\C)c1ccccc1OC	1	-29	-2	-9	1.3	35	1	0.99	0.7
Cn1c(=O)[nH]c(=O)c2c1nc(N1CCOCC1)n2CC(O)COc1ccc2ccccc2c1 (stereo not given)	-2	-7	1	14	1.1	-12	-9	1.1	-1.3
c1nnnn1C12CC3CC(CC(C3)C1)C2	-4	-10	2	3	1.1	8	0	1	-0.2
CC(C)(C)c1ccc(OCCNC(=O)c2ncn[nH]2)cc1	-2	-16	0	-2	1.2	-12	4	0.96	-0.3
COc1ccc(C(C)C)cc1S(=O)(=O)N1CCC(C(=O)N2CCN(C)CC2)CC1	-1	-5	2	0	1.1	-1	-3	1	-0.6
O=c1c2nnn(Cc3ccccc3)c2ncn1C/C=C/c1ccccc1	-1	8	-4	-8	0.92	-5	-13	1.1	0.0
O=C(C1CCN(S(=O)(=O)c2ccccc2)CC1)N1CCN(c2ccccc2)CC1	-3	-23	-2	1	1.2	-3	1	0.99	-0.6
COc1ccc(C2c3c(-c4ccccc4O)n[nH]c3C(=O)N2Cc2ccco2)cc1 (stereo not given)	-6	-123	0	-4	2.2*	-4	5	0.95	17
COc1ccc(S(=O)(=O)N2CCN(C(=O)c3cccs3)CC2)cc1OC	-4	10	-3	-8	0.9	-5	4	0.96	-5.3
CC(C)Sc1ccc([N+](=O)[O-])cc1C(=O)Nc1ccncc1	-2	-8	-1	-6	1.1	-4	5	0.95	3.0
Cc1c(-c2nc3ccccc3[nH]2)cnn1C	3	13	-1	0	0.87	3	-4	1	-0.8
